MPTP inh = inhibitors of mitochondrial permeability transition pore; actives 1.4% (n = 360,000); inhibition, % at 10 µM; isolated mouse mitochondria, Ca2+ swelling absorbance, 30 min;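 active = inhibition of 50% or more, scaled per plate between neutral and stimulator controls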;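 note: 0% = DMSO wells given calcium and 100% = 1 mM EGTA wells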
Active calls of the source: *.

Start of the data: the first five records as a preview:
SMILES	MPTP inh
CCCCn1nnnc1C(c1cc2ccccc2o1)N(Cc1ccccc1)Cc1ccccc1 (stereo unspecified)	1.7
Cn1cnc(S(=O)(=O)N2C[C@@H](O)COC[C@@H]3O[C@H](CC(=O)NC4CCC4)CC[C@H]32)c1	-0.5
COc1ccc([C@H]2C[C@H](O)[C@@H](n3cc(C4CC4)nn3)CN2C(=O)C2CCCCC2)cc1	-0.8
O=C(NC1CCCCC1)C(c1ccccc1)n1c(=O)c(-c2ccco2)nc2ccccc21 (stereo unspecified)	-0.8
CC(C)(C)CC(=O)Nc1nc(C(N)Cc2ccc(C(F)(F)F)cc2)cs1 (stereo unspecified)	5.1

All compounds of this part, from the start:
SMILES	MPTP inh
CCCCn1nnnc1C(c1cc2ccccc2o1)N(Cc1ccccc1)Cc1ccccc1 (stereo unspecified)	1.7
Cn1cnc(S(=O)(=O)N2C[C@@H](O)COC[C@@H]3O[C@H](CC(=O)NC4CCC4)CC[C@H]32)c1	-0.5
COc1ccc([C@H]2C[C@H](O)[C@@H](n3cc(C4CC4)nn3)CN2C(=O)C2CCCCC2)cc1	-0.8
O=C(NC1CCCCC1)C(c1ccccc1)n1c(=O)c(-c2ccco2)nc2ccccc21 (stereo unspecified)	-0.8
CC(C)(C)CC(=O)Nc1nc(C(N)Cc2ccc(C(F)(F)F)cc2)cs1 (stereo unspecified)	5.1
COc1cc2ccccc2cc1C(=O)N/N=C/c1cccs1	-0.6
CCc1ccc(C(O)c2ncc(-c3ccc(C)cc3)[nH]2)cc1 (stereo unspecified)	1.6
CC(C)C#Cc1ccc2c(c1)O[C@@H](CN(C)S(=O)(=O)c1cn(C)cn1)[C@@H](C)CN([C@H](C)CO)S2(=O)=O	-1.5
Cc1nnc(SC(C)C(=O)c2c[nH]c3ccccc23)n1C1CC1 (stereo unspecified)	-0.5
CC(CSC(=O)c1ccccc1)C(=O)N1c2ccccc2CC1C(=O)O (stereo unspecified)	-1.6
CC(C)NC(=O)C1(C)CCCN1C(=O)c1cc(C#N)cs1 (stereo unspecified)	-1.1
COc1ccc(-n2nc3c(c2NC(=O)c2ccccc2)CS(=O)(=O)C3)cc1	-0.5
O=C(COC(=O)c1cncc(Br)c1)Nc1ccc(S(=O)(=O)N2CCOCC2)cc1	0.3
CCOC(=O)C1=C(C)N=c2sc(=Cc3ccc(OCC(=O)O)cc3)c(=O)n2C1c1ccc(Cl)cc1 (stereo unspecified)	-0.8
CN1CCC(N2CCN(C3CN(C4CCCC4)S(=O)(=O)C3)CC2)CC1 (stereo unspecified)	0.7
O=[N+]([O-])c1nccn1CCCCCCCCCCCN1CCOCC1	3.8
Nc1ncnc(N)c1NC(=O)c1cc(Cl)c(OCc2ccccc2)c(Cl)c1	1.3
O=C([C@@H]1CCCN1C1=NS(=O)(=O)c2ccccc21)N1CCN(c2ccccc2)CC1	0.1
COc1ccc2[nH]c(=O)c(CN(C(C)=O)c3cc(C)ccc3C)cc2c1	1.0
CC1C(c2ccccc2)OCCN1C=NC#N (stereo unspecified)	-0.9
Cc1noc(C)c1-c1ccc(C(=O)NCCc2ccccc2)c2occc12	0.4
Cc1ccc(CC(C)(O)CC(C)(O)Cc2ccc(C)cc2)cc1 (stereo unspecified)	1.2
CCCCn1c(SCC(=O)NC2CC2)nc2cc(C(=O)OC)ccc2c1=O	-0.5
CC1(C(=O)NCc2ccc(C(F)(F)F)cc2)CCN1Cc1c(F)cccc1F (stereo unspecified)	0.9
CN1CCN(c2ncnc3c2ncn3[C@H]2CN(C)C[C@@H](CO)O2)CC1	1.0

Arranged by value in MPTP inh (ascending): some entries from above
| smiles | MPTP inh |
| --- | --- |
| CC(C)C#Cc1ccc2c(c1)O[C@@H](CN(C)S(=O)(=O)c1cn(C)cn1)[C@@H](C)CN([C@H](C)CO)S2(=O)=O | -1.5 |
| CC1C(c2ccccc2)OCCN1C=NC#N (stereo unspecified) | -0.9 |
| O=C(COC(=O)c1cncc(Br)c1)Nc1ccc(S(=O)(=O)N2CCOCC2)cc1 | 0.3 |

(continued)
SMILES	MPTP inh
NC(=O)c1cccc(-c2coc3c(C(=O)NCCc4ccccc4)cccc23)c1	0.4
COCC(=O)N1C[C@H]2CON(C)[C@H]2C[C@H]1c1cccc(-c2ccccc2)c1	1.3
CSCCC(NC(=O)c1ccccc1Cl)C(=O)NCCOc1ccc(C)cc1 (stereo unspecified)	-0.4
COC(=O)C[C@@H]1C=C[C@@H](NS(=O)(=O)c2cccc(OC)c2)[C@@H](CO)O1	-1.2
CCC(=O)N(C)C[C@@H]1Oc2ncc(Br)cc2C(=O)N([C@H](C)CO)C[C@H]1C	1.1
O=C(CSc1ncn[nH]1)Nc1nc2c(F)c(F)c(F)cc2s1	1.7
O=C(Nc1nnc([C@H]2C[C@H](O)[C@@H](CO)O2)s1)Nc1ccccc1F	-1.1
CCCCNC(=O)Cn1nnc(-c2ccccc2)c1COc1ccc(C(C)=O)cc1	-0.3
CC(C)(C)CNC(=O)C1(C)CCN1C(=O)Cc1ccc(C(C)(C)C)cc1 (stereo unspecified)	0.9
CC(=O)Nc1cncc(-c2cccc(C(=O)NC3CC3)c2)n1	-1.0
CC(=O)Nc1cc(-c2cccc(F)c2)cn2c(-c3ccc(S(C)(=O)=O)cc3)cnc12	1.0
C[C@H](NC(=O)[C@@H]1CCCN1C(=O)[C@@H]1CCCN1C(=O)c1cccc2ccccc12)c1ccccc1	0.5
CC1(C)CC(=O)C=C(c2ccc(-c3cnc4ccccc4c3)cc2)C1=O	0.0
CC1=C(C(=O)N(C)C)CC(CC(=O)NCCCN(C)C)C(=O)N1CCC1=CCCCC1 (stereo unspecified)	-0.3
CCc1nc2ccc(C(=O)Nc3cc(-c4ccccc4)ccc3OC)cn2c1N(C)CCCc1ccccc1	2.8
Cc1ccc(S(=O)(=O)n2cccc2/C=C/[N+](=O)[O-])cc1	0.0
O=C1CNC(=O)c2cc(Cl)ccc2N1	0.9
Cc1cccc(C)c1Nc1cn[nH]c1	-0.4
COc1ccc(OC)c(NC(=O)Nc2nc(CN)cs2)c1	0.1
COCCCn1cc(CN2CC(N3CCN(Cc4ccccc4F)CC3)CS2(=O)=O)nn1 (stereo unspecified)	-0.5
CCCCCCN1C[C@@H](O)[C@H](n2cc(C3CC3)nn2)C[C@@H]1c1ccccc1	-0.5
COc1ccc2c(c1)CCC(=O)[C@H](O)C[C@H](c1ccccc1)OC2=O	0.9
CCOc1ccc2nc(NC(=O)c3cccc(N4C(=O)CCC4=O)c3)sc2c1	0.3
Fc1ccc(CNc2ccn3nc(-c4ccccc4)cc3n2)cc1	2.7
CC1(Cc2cc(Cl)ccc2C(F)(F)F)C(=O)Nc2c(Cl)cccc21 (stereo unspecified)	1.5

Next section:
SMILES	MPTP inh
COc1ccccc1-c1cc(NC(C)=O)c2ncc(-c3ccc(S(C)(=O)=O)cc3)n2c1	1.0
CCNC(=O)C1CCCN(C(=O)c2cnc3ccccc3n2)CC1 (stereo unspecified)	2.5
CC(=O)Nc1ccc(CN(C)c2c(C)nc3ccc(C(=O)NCCc4ccccn4)cn23)cc1	-0.4
CC1(C(=O)NS(=O)(=O)c2ccc(Cl)cc2)CCN1C(=O)c1ccccc1 (stereo unspecified)	-0.6
CCCCN1CC(N2CCN(CCN(C)C)CC2)CS1(=O)=O (stereo unspecified)	-2.4
COc1ccc(-c2cc(NC=O)c3ncc(-c4cccc(C(F)(F)F)c4)n3c2)cc1OC	-1.6
C#Cc1cccc(Nc2nc(NC(C)C)nc3ccsc23)c1	0.4
CCCCNCC1CCCO1 (stereo unspecified)	-0.6
CCN(CC(=O)Nc1c(F)cccc1F)C(=O)c1cccn1C	0.3
CCCCCCN1C[C@@H](n2cc(COC(=O)c3ccccc3)nn2)[C@H](O)C[C@@H]1c1ccccc1	-0.8
O=C(NC1CCCCC1)C(c1ccnc2ccccc12)n1c(=O)c(-c2cc3ccccc3[nH]2)nc2ccccc21 (stereo unspecified)	1.8
COC(=O)[C@]12CCCCC=C1N(Cc1cccc3ccccc13)C(=O)[C@H](CC(=O)NCc1cccc3ccccc13)C2	-0.3
O=C(N[C@H](CO)Cc1ccccc1)[C@H]1O[C@@H](n2ccc(=O)[nH]c2=O)[C@H](O)[C@@H]1O	-1.6
CS(=O)(=O)c1ccc(Nc2nc(C(N)c3ccccc3)cs2)cc1 (stereo unspecified)	0.8
CCCCCCn1c(=O)n2n(c1=O)[C@@H]1CN(S(=O)(=O)c3ccc(C)cc3)C[C@]1(O)[C@@H](OC(=O)NCc1ccccc1F)C2	0.9
CSc1ccc(CN2CCC2(C)C(=O)Nc2cccc(Oc3ccccc3)c2)cc1 (stereo unspecified)	0.8
Cc1cnc(-c2nc3ccccc3n2C(C(=O)Nc2c(C)cccc2C)C2CC2)cn1 (stereo unspecified)	-1.2
CC1(C)C(=O)C=C(N2CCCCC2)c2ccccc21	0.4
COc1ccc(CN2C(=O)C(CC(=O)NCCc3ccccn3)CC(C(=O)N(C)C)=C2C)cc1 (stereo unspecified)	2.1
CCCNC(=O)C1(C)CCN(C(=O)c2c(Cl)cccc2Cl)C1 (stereo unspecified)	-0.7
CC1=C(C(=O)N(C)C)CC(CC(=O)NCCCN(C)C)C(=O)N1CCCN1CCCC1=O (stereo unspecified)	-0.9
Cn1c(=O)c2cc(NC(=O)Nc3ccccc3)ccc2n1Cc1ccccc1	-0.2
CC1(C(=O)Nc2ccc3c(c2)OCCO3)CN(S(C)(=O)=O)CC(=O)N1Cc1cccs1 (stereo unspecified)	-1.3
OC(c1ccccc1)c1nc(-c2cccc(F)c2)cs1 (stereo unspecified)	-0.3
COc1cccc(NC(=O)N(C)C[C@H]2Oc3cc(C#Cc4ccncc4)ccc3S(=O)(=O)N([C@H](C)CO)C[C@H]2C)c1	2.2

(list continues)
SMILES	MPTP inh
CC1(C(=O)Nc2ccc3c(c2)OCCO3)CN(S(C)(=O)=O)CC(=O)N1CCc1ccccc1F (stereo unspecified)	0.1
COc1ccc(CCNC(=O)Nc2ccc3c(c2)c(=O)n(C)n3CC=C(C)C)cc1OC	0.9
CCCc1nc2ccc(Br)cn2c1Cc1ccccc1OC	-0.9
COc1ccc(CN2C[C@@H](CO)O[C@@H](n3cnc4c(NC5CCC5)ncnc43)C2)cc1	-1.7
Cc1ccc([C@H]2C[C@H](n3cc(COC(=O)c4ccccc4)nn3)[C@@H](O)CN2CC2CCCCC2)cc1	-0.6
O=C1CCC2CN3CCc4c([nH]c5ccccc45)C3CC2C1 (stereo unspecified)	0.0
Cc1ccc(S(=O)(=O)NN=CC2(c3ccccc3)CC2)cc1	1.1
Cc1cccc(C)c1NC(=O)C(c1ccnc2ccccc12)n1c(=O)c(-c2ccccc2)nc2ccccc21 (stereo unspecified)	2.5
COc1ccc([C@H]2N[C@]3(CCCN(Cc4ccc(Br)cc4)C3=O)[C@H]3C(=O)N(C)C(=O)[C@@H]23)cc1	0.1
CC(C)Oc1cc(F)ccc1-c1cc(C(=O)NCCCn2ccnc2)[nH]n1	-1.4
CC1=C(C(=O)N(C(C)C)C(C)C)CC(CC(=O)NC2CC2)C(=O)N1CCCN1CCCC1=O (stereo unspecified)	0.6
C[C@@H]1CN([C@@H](C)CO)C(=O)CCCn2nncc2CO[C@H]1CN(C)C(=O)NC1CCCCC1	-1.9
CCc1nc2ccc(C(=O)N(C)Cc3ccco3)cn2c1N(CC)C(=O)NCCc1ccccc1	-1.8
C[C@H]1CN([C@@H](C)CO)C(=O)CCCn2nncc2CO[C@H]1CN(C)C(=O)c1ccc2ccn(C)c2c1	0.6
O=C(OCc1cn([C@H]2C[C@H](c3ccccc3)N(Cc3cccs3)C[C@@H]2O)nn1)c1ccccc1	-0.5
CC(=O)N1C[C@H]2CON(C)[C@H]2C[C@H]1c1ccccc1	-0.5
CC1(C(=O)NS(=O)(=O)c2ccccc2C(F)(F)F)CCN1C(=O)COc1ccc(Cl)cc1 (stereo unspecified)	0.3
CCCNC(=O)C1(C)CCN(Cc2csc(-c3ccc(Cl)cc3)n2)C1 (stereo unspecified)	0.0
c1cc(-c2ccsc2)n2ccnc2c1	-0.7
C[C@@H]1CN([C@@H](C)CO)S(=O)(=O)c2ccc(Br)cc2O[C@@H]1CN(C)C(=O)c1ccccn1	-1.1
CCC(CC)C(=O)N(C)c1c(C)nc2c(OCc3ccc(Cl)cc3Cl)cccn12	-0.8
Cc1occc1C(=O)N(C)CC1CCCN(CCc2ccc(Cl)cc2)C1 (stereo unspecified)	1.5
CC(C)(C)NC(=O)C(c1ccncc1)n1c(=O)c(-c2cc3ccccc3[nH]2)nc2ccccc21 (stereo unspecified)	1.1
Cc1ccc([C@H]2C[C@@H](O)[C@H](n3cc(C4CC4)nn3)CN2C(=O)c2cccs2)cc1	0.2
O=C1NC(Cc2ccccc2)c2nc3ccc(Cl)cc3c(=O)n2-c2cc3ccccc3cc21 (stereo unspecified)	-1.6

Part of the list above, in CSV form:
canonical_smiles,MPTP inh
O=C(OCc1cn([C@H]2C[C@H](c3ccccc3)N(Cc3cccs3)C[C@@H]2O)nn1)c1ccccc1,-0.5
CCCNC(=O)C1(C)CCN(Cc2csc(-c3ccc(Cl)cc3)n2)C1 (stereo unspecified),0.0
CC1(C(=O)Nc2ccc3c(c2)OCCO3)CN(S(C)(=O)=O)CC(=O)N1CCc1ccccc1F (stereo unspecified),0.1

Carrying on:
SMILES	MPTP inh
Cc1ccc([C@H]2C[C@@H](O)[C@H](n3cc(COC(=O)c4ccccc4)nn3)CN2Cc2cccs2)cc1	-0.2
CCOc1ccc(Cl)cc1-c1cc(C(=O)Nc2cc(OC)ccc2OC)[nH]n1	0.4
C[C@@H]1CN([C@H](C)CO)C(=O)CCCn2nncc2CO[C@@H]1CN(C)S(=O)(=O)c1ccc(Oc2ccccc2)cc1	1.7
C[C@@H]1CCCCO[C@H](CN(C)C(=O)Nc2ccc(F)cc2)[C@@H](C)CN([C@H](C)CO)C(=O)c2cc(N(C)C)ccc2O1	-0.7
Cc1cncc(NCc2ccc3c(c2)OCO3)n1	0.0
COc1cc(F)ccc1-c1cc(C(=O)Nc2ccc(NC(C)=O)cc2)[nH]n1	0.3
CCc1ccccc1NC(=O)CN1CCN(C(=O)c2cc(C3CC3)nn2-c2ccccc2)CC1	-1.2
COCCN(CCOC)Cc1cc(=O)oc2cc(OC)ccc12	-0.3
Clc1cccc(CNc2ccn3nc(-c4cccc(OCc5ccccc5)c4)cc3n2)c1	4.2

Source: PubChem (Sanford-Burnham Center for Chemical Genomics)

This is a subset; count on the stated rates, not on these rows.
